CHRM1 PAM: positive allosteric modulators of human M1 muscarinic receptor; CHO-K1 hM1, Fluo-8 calcium fluorescence, ACh EC20; 0% = ACh EC20, 100% = maximal ACh; activation, % at 3 µM; 0.088% of 360,000 active; in the data active = activation above about 19%, passing the limit was not always enough
Target sequence (P11229 whole entry, looked up): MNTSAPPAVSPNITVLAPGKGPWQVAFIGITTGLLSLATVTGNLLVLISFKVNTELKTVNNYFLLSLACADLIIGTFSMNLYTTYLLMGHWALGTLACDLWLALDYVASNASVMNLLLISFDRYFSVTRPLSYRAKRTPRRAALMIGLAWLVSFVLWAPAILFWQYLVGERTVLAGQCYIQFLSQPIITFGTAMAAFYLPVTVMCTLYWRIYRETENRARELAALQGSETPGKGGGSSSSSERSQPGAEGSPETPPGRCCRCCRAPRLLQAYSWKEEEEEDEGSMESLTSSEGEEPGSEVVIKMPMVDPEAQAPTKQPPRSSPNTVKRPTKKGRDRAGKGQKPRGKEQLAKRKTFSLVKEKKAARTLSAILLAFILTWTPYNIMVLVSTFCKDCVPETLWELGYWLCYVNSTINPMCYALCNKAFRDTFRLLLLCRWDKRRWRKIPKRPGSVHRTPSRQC
CHRM5 PAM: positive allosteric modulators of human muscarinic M5 receptor; P08912; AID 624038; 0.3% of 360,000 active; CHO-K1 hM5, Fluo-8 calcium, ACh EC20 PAM; 0% = ACh EC20, 100% = ACh EC100; activation, % at 3 µM;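 active = activation above the run cutoff, the mean activation of all test compounds plus 3 SD, cut at about 18% in these data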
Target sequence (P08912 whole entry, looked up): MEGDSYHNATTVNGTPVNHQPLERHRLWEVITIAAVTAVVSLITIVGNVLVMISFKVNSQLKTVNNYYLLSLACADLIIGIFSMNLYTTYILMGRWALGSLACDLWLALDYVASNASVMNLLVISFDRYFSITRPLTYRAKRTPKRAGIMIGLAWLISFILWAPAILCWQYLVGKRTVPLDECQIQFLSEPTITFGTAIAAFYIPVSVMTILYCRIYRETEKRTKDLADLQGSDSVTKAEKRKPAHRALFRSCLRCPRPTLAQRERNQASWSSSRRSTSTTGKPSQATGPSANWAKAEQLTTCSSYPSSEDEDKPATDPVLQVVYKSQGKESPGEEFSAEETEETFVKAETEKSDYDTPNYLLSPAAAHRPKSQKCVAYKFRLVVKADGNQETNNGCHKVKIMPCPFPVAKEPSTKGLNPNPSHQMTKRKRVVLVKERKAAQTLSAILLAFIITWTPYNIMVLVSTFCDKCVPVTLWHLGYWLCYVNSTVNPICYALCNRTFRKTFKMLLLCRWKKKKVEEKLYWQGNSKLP
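Probe or stimulus: acetylcholine, EC20 level; Assay system: human M5 receptor in CHO-K1 cells; Schedule: compound preincubation 140 s before EC20 acetylcholine addition; Technique: intracellular calcium via Fluo-8 fluorescence; Dosing: single-point, 3 µM nominal; Read-out basis: percent activation from peak-over-basal fluorescence ratio, scaled EC20-to-EC100 acetylcholine; Repeats: one well per compound, no replicates.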
M5 antag: CHRM5 antagonism in calcium assay; 0.59% of 360,000 active; P08912; CHO-hM5 cells, Fluo-8 calcium fluorescence, ACh EC80; inhibition, % at 3 µM;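 active = inhibition above a per-plate cutoff, the mean of that plate's test compounds plus 3 SD, cut at about 27% in these data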;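 also: 0% = acetylcholine EC80 with DMSO and 100% = DMSO without agonist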
CHRM4 PAM: CHRM4 positive allosteric modulation | 0.4% of 360,000 active | CHO-K1 hM4/Gqi5, Fluo-8 calcium fluorescence, ACh EC20; 0% = ACh EC20, 100% = maximal ACh | activation, % at 3 µM | AID 624126;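 active = activation above its plate's cutoff, the mean activation of sample wells plus 3 SD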; also: some results filed as inactive read as strong as hits
CRFR2-BP ag: CRF-BP/CRF-R2 complex agonism; HEK293 CRF-R2/CRF-BP, calcium dye fluorescence (FLIPR); percent of saturating CRF peptide response; activation, % at 13.2 µM; 0.46% of 350,000 active; AID 588473;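 active = activation of at least 50%, plus an integration ratio under a set limit after plate pattern correction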;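 also: plate controls were neutral control wells without compound for no effect and CRF at EC100 for full effect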
CRFBP-R2 block: blocks CRF-induced signaling of the CRF-BP/CRF-R2 complex; HEK293 CRF-R2/CRF-BP, CRF-induced calcium fluorescence; inhibition, % at 11.8 µM; 0.59% of 350,000 active;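 active = inhibition of the ligand-induced calcium signal above about 50% at the single tested concentration, limit read from the data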
CHRM4 antagonist: blocks acetylcholine activation of human M4 receptor; P08173; CHO-hM4 cells, ACh EC80, Fluo-8 calcium fluorescence; inhibition, % at 3 µM; 0.73% of 360,000 active;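 active = inhibition above its plate's cutoff, the mean inhibition of sample wells plus 3 SD, cut at about 27% in these data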;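 also: 0% = acetylcholine EC80 with DMSO and 100% = DMSO without agonist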
M5 ag: agonists of human muscarinic M5 receptor (CHRM5). P08912. CHO-K1 hM5 cells, Fluo-8 calcium fluorescence; 0% DMSO wells, 100% maximal acetylcholine response. activation, % at 3 µM. 0.19% of 360,000 active. AID 624037;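 active = activation above the run's mean over test compounds plus 3 SD, cut at about 23% in these data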;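 also: signal is peak over basal fluorescence ratio across the kinetic read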
CHRM4 agonist: agonists of human muscarinic M4 receptor (CHRM4). CHO-K1 hM4/Gqi5, Fluo-8 calcium fluorescence; vehicle 0%, full acetylcholine response 100%. activation, % at 3 µM. 0.14% of 360,000 active. AID 624127;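 active = activation above the run mean over all test wells plus 3 SD, cut at about 32% in these data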;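 also: peak over basal fluorescence ratio per well then scaled between controls; 0% = DMSO wells and 100% = acetylcholine at EC100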
Starred values were filed as active, the others as inactive; . = no result given.

cpd	SMILES	CHRM1 PAM	CHRM5 PAM	M5 antag	CHRM4 PAM	CRFR2-BP ag	CRFBP-R2 block	CHRM4 antagonist	M5 ag	CHRM4 agonist
1	COCCNS(=O)(=O)c1ccc(C2CNC(=O)C2)cc1 (configuration not stated)	2	4	-2	3	0.0	10	-4	2	2
2	COCCNC(=O)/C(C#N)=C/c1ccc(OCC(=O)NC2CCCCC2)cc1	5	-6	-5	-11	-1.7	5	8	0	4
3	CCCn1c(-c2ccccc2)cc(SC)c(C#N)c1=O	-5	2	1	2	-0.1	4	0	-2	1
4	COc1ccc(N2CC(C(=O)Nc3ccc([N+](=O)[O-])cc3Br)CC2=O)cc1 (configuration not stated)	11	-2	11	4	-1.0	0	-1	-4	2
5	COc1cccc(-c2noc(-c3ccc(Cl)nc3)n2)c1	11	3	-7	-2	0.9	-2	3	0	0
6	Brc1cc2ccccc2[n+](Cc2ccccc2)c1	2	0	7	2	-1.2	3	10	-6	0
7	Fc1cccc(CN2CCN3CCCC3C2C2CCCCC2)c1 (configuration not stated)	-4	-23	2	-10	8.4	-16	1	-10	2
8	O=C(CC12CC3CC(C1)CC(CC(=O)NC1=NCCS1)(C3)C2)NC1=NCCS1	7	3	5	1	3.6	-46	6	-4	0
9	Cc1cc(C)n(-c2nc(SCC(=O)N3CCCC3)c3c4c(sc3n2)CCCC4)n1	-1	-8	4	-1	-1.9	-9	-4	-4	1
10	O=C(COc1ccc(Cl)cc1)Nc1nc(-c2ccncc2)cs1	-3	-7	8	2	0.1	-6	-2	0	5
11	O=C(c1ccc(-n2c(SCc3cccc(F)c3)nc3ccccc3c2=O)cc1)N1CCOCC1	4	-3	0	-10	-0.2	27	9	-1	0
12	O=C(NCCC1=CCCCC1)C1CCN(S(=O)(=O)c2cccs2)CC1	6	-5	11	-8	-6.0	-3	8	1	3
13	CCOc1ccc(S(=O)(=O)N2CCN(Cc3ccccc3)CC2)cc1	5	-2	0	-6	2.6	23	9	-3	-2
14	N#CCCn1cc(/C=N/NC(=O)c2ccncc2)c(-c2ccccc2)n1	-1	-13	2	15	-0.3	27	-1	-3	1
15	CCOC(=O)Cc1cc(=O)[nH]c(/N=C(\N)Nc2ccc(C)cc2C)n1	-8	-3	6	-5	0.3	18	4	1	1
16	Cc1ccc(N(CC(=O)NCc2ccco2)C(=O)CCC(=O)Nc2nccs2)c(C)c1	-8	0	-2	6	-0.3	-6	-15	-2	3
17	Cc1c(NC(=O)/C(C#N)=C/c2ccc(-c3ccc(Cl)cc3)o2)c(=O)n(-c2ccccc2)n1C	2	-10	7	2	2.1	14	-5	-5	5
18	Cc1nn(-c2cc(N3CCCCCC3)ccc2[N+](=O)[O-])c(=O)c2ccccc12	-1	-3	5	-9	-0.7	40	3	-8	-1
19	O=[N+]([O-])c1cccc(Nc2nc(Cl)nc(Cl)n2)c1	3	1	-11	-6	-0.6	7	-1	-1	1
20	COc1cccc(OCc2cc(C(=O)N3CCN(c4ccccc4OC)CC3)no2)c1	-3	-4	15	1	-1.2	2	-13	-6	10
21	COc1ccc(C(=O)NCCCNC(=O)c2ccccn2)cc1Br	-2	-5	8	1	-0.2	7	5	-1	0
22	COc1ccc(COC(=O)c2cccc(S(=O)(=O)N3CCN(C(C)=O)CC3)c2)cc1F	-7	-10	0	-8	-1.1	-1	-11	7	16
23	CCCCNc1nc(N)ncc1[N+](=O)[O-]	-2	-2	5	-3	-1.3	12	8	-1	1
24	COc1ccc(NC(=O)n2nc(OC(=O)c3cccs3)cc2N)cc1	-1	-3	19	-1	-0.3	6	2	0	1
25	Cc1ccc(O)c(NC(=O)c2cccc(NC(=O)c3ccco3)c2)c1	-1	-7	2	-6	1.0	-10	1	2	9
26	O=C(c1ccc(S(=O)(=O)N2CCOCC2)cc1)N1CCN(S(=O)(=O)c2ccc(Cl)s2)CC1	-1	6	-3	16	1.4	1	-7	-9	1
27	COc1ccccc1N1CCN(S(=O)(=O)CCNC(=O)C2CC2)CC1	10	2	-3	5	-1.6	-1	-3	4	0
28	COc1ccc(C(=O)NNC2=NS(=O)(=O)c3ccccc32)cc1OC	4	2	-1	4	0.7	1	-6	-1	1
29	CC(C)CN(C(=O)CSc1nncs1)c1c(N)n(CC(C)C)c(=O)[nH]c1=O	8	-2	0	14	2.1	-3	6	-2	0
30	Cn1c(=O)c2nc(Cl)c(-c3ccccc3)nc2n(C)c1=O	9	-3	3	-2	1.3	0	4	0	5
31	Cc1c(=O)n(OCc2ccccc2)c2ccccc2[n+]1[O-]	6	-4	-5	4	0.4	-7	-5	-4	1
32	COC(=O)c1ccccc1NC(=O)CN1C(=O)NC2(CCCCCCC2)C1=O	9	0	4	3	-1.2	-10	-12	4	2
33	O=C(CCN1CCOCC1)c1ccc(Cl)cc1	2	4	4	1	2.5	-7	-6	0	-1
34	CC(C)n1cc(NC(=O)COc2ccccc2Cl)cn1	-2	-7	20	-3	-1.8	11	-2	-4	2
35	COc1ccc(-c2ccc3oc(-c4ccc(OC)cc4)c(C#CC4(O)CCCCC4)c3c2)cc1	1	8	2	3	1.2	-4	-2	2	2
36	COc1cc(NCc2ccccc2O)c2ncccc2c1	7	-5	2	-4	-0.4	5	-5	1	4
37	N#Cc1c(-c2ccc(Cl)cc2)n(O)c2ccccc12	-7	-13	23	-4	57*	63*	2	3	14
38	Cc1oc(C(=O)O)cc1COc1ccc2c3c(c(=O)oc2c1C)CCC3	8	2	-9	5	2.3	-12	11	1	-1
39	O=C1/C(=C\c2ccc(Br)o2)SC(=Nc2ccccc2)N1c1ccccc1	6	4	-2	3	-1.5	-14	-4	-9	-1
40	CCC(C(=O)NCCN1CCOCC1)n1c2ccccc2c2nc(=O)cc(C)n21 (configuration not stated)	-1	-1	9	0	0.9	52*	1	-9	0
41	O=C(COc1ccc(Br)cc1)Nc1ccc(CN2CCOCC2)cc1	-9	-8	11	-7	3.8	-8	2	1	4
42	CC(C)(C)c1ccc(-n2ncc3c2CCCC3NC(=O)C2=NNC(=O)CC2)cc1 (configuration not stated)	-1	-9	11	1	-1.4	-14	1	-1	8
43	CCOC(=O)CNC(=O)N1CCCC(CNS(=O)(=O)c2cccs2)C1 (configuration not stated)	5	6	9	8	2.2	-23	-6	0	1
44	CC1(C)NC(=O)N(CC(O)COc2ccccc2-c2ccccc2)C1=O (configuration not stated)	3	-4	-2	-10	0.8	-27	1	4	7
45	COc1ccc(C2NC(=S)NC3=C2N2CCC3CC2)cc1 (configuration not stated)	-2	-3	-5	0	-0.2	-14	10	3	1
46	O=C(CSc1n[nH]c(-c2cccs2)n1)N1CCCCC1	0	-2	6	3	0.8	-8	-2	1	0
47	COc1cc(C(=O)ONC(=O)c2ccc(OC(F)F)cc2)cc(OC)c1OC	5	0	1	2	-0.7	-6	-6	-2	-1
48	COc1ccc(S(=O)(=O)C(C#N)c2nc3ccccc3nc2N2CCCCC2)cc1 (configuration not stated)	4	-1	2	0	16	-13	0	3	2

Shown with one line to a screen: part of the list above
[43] CCOC(=O)CNC(=O)N1CCCC(CNS(=O)(=O)c2cccs2)C1 (configuration not stated)
[44] CC1(C)NC(=O)N(CC(O)COc2ccccc2-c2ccccc2)C1=O (configuration not stated)

entry no. | 43 | 44
CHRM1 PAM | 5 | 3
CHRM5 PAM | 6 | -4
M5 antag | 9 | -2
CHRM4 PAM | 8 | -10
CRFR2-BP ag | 2.2 | 0.8
CRFBP-R2 block | -23 | -27
CHRM4 antagonist | -6 | 1
M5 ag | 0 | 4
CHRM4 agonist | 1 | 7

The list goes on.
cpd	SMILES	CHRM1 PAM	CHRM5 PAM	M5 antag	CHRM4 PAM	CRFR2-BP ag	CRFBP-R2 block	CHRM4 antagonist	M5 ag	CHRM4 agonist
49	O=C(COC(=O)c1nc(Cl)ccc1Cl)Nc1ncc(Cl)cc1Cl	8	-1	8	2	-5.0	1	-5	3	1
50	NC(=S)N=Nc1c(O)[nH]c2ccccc12	8	-2	-6	0	-1.0	9	-9	1	1
51	Cc1ccc2c(CC(=O)N3CCN(S(=O)(=O)c4ccccc4)CC3)coc2c1	8	-7	8	4	-1.6	6	-2	-1	4
52	O=C(Nc1ccc(NC(=O)c2cccs2)cc1)c1cccs1	-4	-3	10	-6	0.5	5	-4	-1	5
53	CC(OC(=O)c1ccc(Cl)c(S(=O)(=O)Nc2ccc(F)cc2)c1)C(=O)NC(N)=O (configuration not stated)	11	-2	5	7	-0.5	-2	-1	3	1
54	Cc1ccc(N2CN(Cc3ccco3)CNC2=S)c(C)c1	6	-1	1	1	-0.5	12	-5	-1	1
55	COc1ccc(CC(=O)Nc2nc(-c3ccncc3)cs2)cc1	-3	-6	12	3	-0.6	4	-3	3	2
56	S=c1[nH]ncn1NCc1ccc(Cl)cc1Cl	5	5	-5	-6	-0.9	-16	6	-1	0
57	O=C(CCc1ccc(O)cc1)N/N=C/c1coc2ccccc2c1=O	4	2	-2	-5	-2.7	-20	-2	2	0
58	CCc1ccc(-c2cc(C(=O)Nc3c(C)n(C)n(-c4ccccc4)c3=O)c3ccccc3n2)s1	-2	-11	14	-9	2.9	-2	10	2	6
59	CCOC(=O)[C@H]1[C@H]2COc3ccc(OC)cc3[C@@H]2N2C(=O)CN(CC3CCCO3)C(=O)[C@@]12C (some centres not stated)	3	-6	2	-4	-1.3	-3	-9	4	0
60	COc1ccc(C)cc1NC(=O)CO/N=C(\N)CC(=O)NC1CCCCC1	4	1	12	-2	0.6	1	10	1	1
61	O=C(COc1ccc([N+](=O)[O-])cc1Cl)N1CCc2ccccc21	0	1	1	3	3.8	0	4	-4	2
62	COc1cccc(C(C)(O)c2nc(-c3cc(F)cc(F)c3)cs2)c1 (configuration not stated)	-3	-5	2	-7	.	.	-6	1	5
63	NS(=O)(=O)c1ccc(CCNC(=O)CSc2ccc(Cl)cc2Cl)cc1	5	-12	20	-5	-1.0	5	22	-8	3
64	CCCn1c(C)cc(C(=O)COC(=O)c2cc(=O)[nH]c3ccccc23)c1C	1	0	-2	-4	-0.6	13	-7	0	1
65	COc1ccccc1N=NC1=C(O)CC(C)(C)CC1=O	6	-7	8	1	1.5	-10	0	-2	2
66	Cc1noc(NS(=O)(=O)c2ccc(NC(=O)c3cc4ccccc4o3)cc2)c1C	9	-1	0	5	-2.4	5	-8	-1	0
67	Cc1ccc(S(=O)(=O)N2CCN(C(=O)c3ccccc3)C2C(C)C)cc1 (configuration not stated)	4	-8	-2	2	-0.5	-15	-21	1	4
68	Cc1cc2c(cc1S(=O)(=O)N(C)Cc1ccccc1)OCC(=O)N2	2	-10	5	-3	-2.2	4	-4	6	10
69	COC(=O)[C@@]1(Cc2ccc(OC)cc2)[C@H]2c3cc(C(=O)N4CCCC4)n(Cc4ccccc4)c3C[C@H]2CN1C(=O)c1ccccc1	.	1	-3	-9	.	.	8	1	3
70	CCCCCCC[N+](CC)(CC)CCCCc1ccc(Cl)cc1	-25	-18	22	-14	-1.9	15	38*	-2	0
71	O=C(O)CC1c2ccccc2CCN1S(=O)(=O)c1cccs1 (configuration not stated)	20	4	3	3	-0.8	9	-2	1	0
72	COc1ccc(S(=O)(=O)N2CCC3(CC2)CC(=O)c2ccccc2O3)cc1C	4	2	-1	0	-0.6	10	-1	0	0
73	O=C(Cc1c(F)cccc1Cl)NNC(=O)Nc1ccc2c(c1)OCO2	4	-1	2	-6	0.3	-4	3	-1	1
74	O=C1c2ccccc2C(=O)c2c1oc(C(F)(F)F)c2C(=O)c1ccccc1	-21	-7	11	-6	2.2	9	10	-8	0

Screens (PubChem BioAssay)
